# GPR151 activ: activates the human receptor GPR151; PathHunter beta-arrestin GPR151 cells, luminescence; Q8TDV0; 1% of 650,000 active; AID 1508602; activation, % at 11.2 µM; in the data active means activation above about 4.9%;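 further: 0% = median of compound wells and 100% = cells with positive control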
# TEAD-YAP inh: TEAD-YAP interaction inhibition; HEK-TIYL cells, TEAD-Gal4/YAP UAS-luciferase luminescence; inhibition, % at 9.12 µM; 1.4% of 640,000 active; in the data active means inhibition above about 32%;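 further: 0% = median of test compound wells and 100% = reference inhibitor wells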
# FBW7 activator: human FBW7 E3 ligase activation, primary screen; Q969H0; AlphaScreen FBW7–phospho-cyclin E peptide binding, activator screen; normalized activity (activation), % at 26.1 µM; 0.13% of 650,000 active; AID 1259310; in the data active means normalized activity above about 1.9%;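 further: purified mutant Fbw7 with reduced substrate affinity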
# Target sequence (Q969H0 whole entry, looked up): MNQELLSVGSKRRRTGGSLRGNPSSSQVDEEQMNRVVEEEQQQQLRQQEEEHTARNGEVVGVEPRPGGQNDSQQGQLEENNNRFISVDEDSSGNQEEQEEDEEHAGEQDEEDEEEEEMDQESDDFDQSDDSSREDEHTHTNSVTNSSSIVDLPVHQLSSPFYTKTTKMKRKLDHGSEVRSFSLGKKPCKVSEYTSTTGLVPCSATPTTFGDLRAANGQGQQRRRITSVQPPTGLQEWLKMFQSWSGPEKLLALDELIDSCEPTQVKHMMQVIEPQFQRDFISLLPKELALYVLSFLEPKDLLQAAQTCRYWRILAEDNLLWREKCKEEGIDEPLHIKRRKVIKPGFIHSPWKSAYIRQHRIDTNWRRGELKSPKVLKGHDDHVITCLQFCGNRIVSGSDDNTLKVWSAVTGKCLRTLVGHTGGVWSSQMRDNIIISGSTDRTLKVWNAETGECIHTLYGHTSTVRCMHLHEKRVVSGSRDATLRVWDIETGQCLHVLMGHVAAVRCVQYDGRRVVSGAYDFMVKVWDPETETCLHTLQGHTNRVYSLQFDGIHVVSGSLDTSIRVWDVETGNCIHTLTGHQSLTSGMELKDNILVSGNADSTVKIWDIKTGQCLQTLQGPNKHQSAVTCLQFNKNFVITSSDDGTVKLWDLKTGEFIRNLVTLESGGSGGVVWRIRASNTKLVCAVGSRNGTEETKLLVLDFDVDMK
# MITF inh: inhibitors of human MITF; inhibition, % at 2.6 µM; O75030; AID 1259374; 0.91% of 650,000 active; AlphaScreen MITF homodimerization, bead proximity signal; in the data active means inhibition above about 50%;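 further: 0% = vehicle wells with protein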
# The depositor's hits bear a star; x = no result given; & = joins results of further samples.
# Assay codes – A = GPR151 activ; B = TEAD-YAP inh; C = FBW7 activator; D = MITF inh
1	CCOc1ccc(N2C(=O)NC(=O)/C(=C/c3cnc(SC)nc3)C2=O)cc1
  A: -0.1; B: 3; C: -0.2; D: 6

2	CCNC1(c2cccc(Cl)c2)CCC1
  A: -2.3; B: 16; C: 0.5; D: 4

3	CC(=O)c1cn(Cc2ccc(F)cc2)c2ccccc12
  A: 1.9; B: 7; C: -0.2; D: -4

4	O=[N+]([O-])c1ccc(NCCc2ccccn2)c2ccncc12
  A: -0.3; B: -1; C: -0.2; D: -2

5	O=c1cccc2n1CC1CC2CN(Cc2cccc(O)c2)C1 (stereo not given)
  A: 0.5; B: 8; C: 0.0; D: 0

6	O=c1c2ccccc2nc(/C=C\c2ccc(F)cc2)n1-c1cccc(C(F)(F)F)c1
  A: -0.3; B: 4; C: 0.1; D: -1

7	CC(C)=CCCC(C)CC1N2CCCN1CC2 (stereo not given)
  A: -0.2; B: 10; C: 0.0; D: 1

8	CCN(CC)P(c1n(C)cc[n+]1C)N(CC)CC
  A: -0.7; B: 5; C: 0.0; D: 0

9	CCN(CC)C(=O)C1CN(CCOc2ccc(F)cc2)CCN1C(=O)Cc1cccs1 (stereo not given)
  A: -0.4; B: -4; C: -0.2; D: -1

10	Cc1nn(Cc2ccccc2Cl)c(C)c1C(=O)O
  A: -3.2; B: 2; C: 0.3; D: 15

11	O=C(COc1ccccc1)N1CCN(CC(O)c2cccs2)CC1 (stereo not given)
  A: -2.2; B: -5; C: 0.1; D: -1

12	CC(C)[C@@]1(NC(=O)[C@@H]2C=C3c4cccc5[nH]cc(c45)C[C@H]3N(C)C2)O[C@@]2(O)[C@@H]3CCCN3C(=O)[C@H](Cc3ccccc3)N2C1=O
  A: 0.2; B: 0; C: 0.0; D: 4

13	O=C1NC(=O)N(c2ccc(Cl)cc2)C(=O)/C1=C/c1ccc([N+](=O)[O-])o1
  A: 0.3; B: 13; C: -0.1; D: 43

14	N#CCCn1cc(C(=O)n2nnc3ccccc32)c(-c2ccccc2)n1
  A: -0.2; B: -5; C: 0.2; D: 11

15	Brc1ccc(CNCCc2ccc3c(c2)OCO3)cc1
  A: 1.0; B: -2; C: -0.2; D: 12

16	COc1ccc(Br)cc1C(c1c(O)c2ccccc2oc1=O)c1c(O)c2ccccc2oc1=O
  A: -0.8; B: -1; C: 0.1; D: 19

17	CCOC(=O)C1C2NC(=S)N(c3ccc(F)cc3)C1(C)Oc1ccc(OC)cc12 (stereo not given)
  A: -2.1; B: -3; C: -0.9; D: 48

18	O=c1c2ccccc2nc(/C=C\c2ccccc2F)n1-c1cccc(C(F)(F)F)c1
  A: -0.3; B: -4; C: -0.1; D: 1

19	COc1cc2c(cc1OC)CC[N+](C)=C2
  A: 0.4; B: 8; C: -0.1; D: 1

20	Nc1nc2cc([N+](=O)[O-])c([N+](=O)[O-])cc2[nH]1
  A: 1.3; B: 15; C: 0.0; D: 4

21	O=C(c1ccccc1)N(c1ccccn1)C1CN2CCC1CC2 (stereo not given)
  A: -0.2; B: -3; C: 0.1; D: -9

22	Cc1cc(C)cc(N2C(=O)NC(=O)/C(=C\c3cc(C)n(C)c3C)C2=O)c1
  A: 1.2; B: -7; C: -0.1; D: -20

23	COCCNC(=O)c1c(N)n(CC2CCCO2)c2nc3cc4c(cc3nc12)OCCO4 (stereo not given)
  A: 1.1; B: 6; C: 0.3; D: -9

24	COc1cc([N+](=O)[O-])c(N)c([N+](=O)[O-])c1
  A: -0.8; B: -3; C: -0.1; D: 14

25	O=C(COc1ccccc1)N1CCN(Cc2cccc(Oc3ccccc3)c2)CC1
  A: -1.0; B: 3; C: 0.0; D: 32

26	CCN(CC(=O)Nc1ccc(C#N)c(Cl)c1)CC(=O)Nc1c(F)cccc1F
  A: 3.1; B: 0; C: 0.0; D: 4

27	COC(=O)N1c2ccc(C)cc2C2CN(C)CCC21 (stereo not given)
  A: 0.4; B: 7; C: -0.1; D: -6

28	Cc1cc([N+](=O)[O-])c(Cl)cc1NC(=O)c1ccccc1O
  A: 1.8; B: 12; C: 0.2; D: 0

29	NCCCC[C@@H]1NC(=O)[C@H]2CN(Cc3ccncc3)CCN2C1=O
  A: 0.6; B: 3; C: 0.6; D: 17

30	CC(C)CCN1CCN(Cc2cc(F)ccc2F)CC1CCO (stereo not given)
  A: 0.8; B: 0; C: -0.2; D: 2

31	O=C(CNS(=O)(=O)c1cccs1)N1CCC2(CC1)OCCO2
  A: -0.5; B: -15; C: 0.0; D: 13

32	CCOc1ccccc1C1SCC(=O)Nc2c1c(C)nn2C1CCOC(C)(C)C1 (stereo not given)
  A: -2.1; B: -4; C: -0.1; D: -5

33	Nc1c(C(=O)c2ccccc2)cccc1[N+](=O)[O-]
  A: -0.6; B: 2; C: -0.1; D: 20

34	COc1ccc(C2C3=C(Oc4c2c(=O)oc2ccccc42)C2C=CC=CC2OC3=O)cc1 (stereo not given)
  A: -0.8; B: 5; C: 0.0; D: 9

35	CN1CCN(C(=O)Cc2ccc(F)cc2)CC1
  A: 0.6; B: 8; C: -0.1; D: -2

36	CN(C)C(=O)Oc1cccc2c(OC(=O)N(C)C)cccc12
  A: -0.8; B: 3; C: -0.1; D: 6

37	C=CCN1C(=O)NC(=O)/C(=C/c2cnc(SC)nc2)C1=O
  A: 2.3; B: -2; C: -0.9; D: 2

38	O=[N+]([O-])c1cc(I)c(O)c(I)c1
  A: 1.4; B: 5; C: -0.1; D: -2

39	CCN1CCN(Cc2cccc(Br)c2)CC1
  A: 0.6; B: 5; C: 0.5; D: 16

40	O=C(COC(=O)C(O)(c1ccccc1)c1ccccc1)c1ccccc1
  A: 1.5; B: 3; C: -0.1; D: 12

41	O=C1CN=C(c2cccc(Br)c2)c2cc(Br)ccc2N1
  A: -0.2; B: 12; C: -0.1; D: -10

42	CCC(C)Oc1c(Cl)cc(/C=C\[N+](=O)[O-])cc1OC (stereo not given)
  A: 2.4; B: 10; C: 0.0; D: 13

43	Cc1ccccc1-n1c(O)c(C=Nc2ccc(N(C)C)cc2)c(=O)[nH]c1=O
  A: -0.2; B: 13; C: -0.1; D: 19

44	Nc1ccc(Sc2ccc(N)cc2)cc1
  A: 1.0; B: 3; C: -0.1; D: 15

45	N#Cc1cccc(C(=O)N(Cc2cccnc2)C2CCN(Cc3ccncc3)CC2)c1
  A: 1.6; B: -6; C: 0.0; D: 17

46	COc1cccc(N2CCN(Cc3ccc(F)c(F)c3)CC2)c1
  A: -0.6; B: 6; C: -0.1; D: 14

47	COc1cccc(C2CCC3CCCCN3C2)c1 (stereo not given)
  A: -0.1; B: 9; C: 0.0; D: 6

48	COc1cc2c(cc1OC)[C@@]13CCN4CC5=CCO[C@H]6CC(=O)N2[C@H]1[C@H]6[C@H]5C[C@H]43
  A: 1.6&-0.3; B: 2&9; C: -0.1&-0.2; D: 8&-1

49	Oc1ccc2c3c1OC1[C@@H](O)CC[C@@]4(O)[C@@H](C2)N(CC2CCC2)CC[C@]314 (stereo not given in full)
  A: 0.1; B: -5; C: -0.1; D: -22

50	S=P(N1CC1)(N1CC1)N1CCN=C1C(Cl)(Cl)Cl
  A: -2.6; B: 8; C: 0.2; D: 8

# Other structures
# Assay codes – A = GPR151 activ; B = TEAD-YAP inh; C = FBW7 activator; D = MITF inh
51	CC(C)(C)CN1CCN(Cc2ccc(F)c(F)c2)C(CCO)C1 (stereo not given)
  A: 0.3; B: -5; C: 0.0; D: -15

52	COc1cc(CN2CCN(CCC(C)C)C(CCO)C2)ccc1F (stereo not given)
  A: -0.5; B: -6; C: 0.0; D: 1

53	N#Cc1c(N)[n+]([O-])c2ccccc2[n+]1[O-]
  A: 1.1; B: 8; C: 0.0; D: 15

54	OC(c1ccccc1)(c1ccccc1)C1CCNCC1
  A: 0.2; B: x; C: -0.1; D: 4

55	CN1C(=O)c2ccccc2Sc2ccc(C(=O)N3CCC4(CC3)OCCO4)cc21
  A: -0.9; B: -5; C: -0.1; D: -18

56	COc1cccc(C=C2C(=O)NC(=O)NC2=O)c1
  A: 1.9; B: 0; C: -0.2; D: 1

57	CCOc1ccccc1C1N(c2ccccn2)C(=O)C2CCCN21 (stereo not given)
  A: 1.5; B: -2; C: 0.2; D: -7

58	O=c1c2cc(Br)ccc2[nH]c(=S)n1-c1ccc(F)cc1
  A: -1.0; B: 6; C: 0.2; D: 5

59	Cc1cc(NC(=O)CN2CC(c3ccccc3)CC2=O)ccc1Br (stereo not given)
  A: -0.5; B: -15; C: 0.0; D: -11

60	CC[n+]1c(/C=C/C=C2\N(C)c3ccccc3C2(C)C)n(-c2ccccc2)c2ccc(C)cc21
  A: 11*; B: 91*; C: -0.1; D: -8

61	CCS(=O)(=O)N1CCC(C(=O)N2CCC3(CC2)OCCO3)CC1
  A: 0.0; B: 10; C: -0.1; D: -4

62	CNC(=O)Oc1ccccc1OC(C)C
  A: -0.8; B: -1; C: 0.1; D: -23

63	C=C1C2C[C@]3(C(CC2=O)[C@]24C5C[C@H]3[C@H]2N(CC)C[C@]5(C)CC[C@@H]4O)[C@@H]1O (stereo not given in full)
  A: 1.6; B: 8; C: -0.1; D: 11

64	N#Cc1cc2oc3ccc4ccccc4c3c3ccc4ccccc4c3oc2cc1C#N
  A: -0.9; B: -8; C: 0.1; D: -12

65	COc1ccc(CN2CCN(CC(C)(C)C)CC2CCO)cc1C (stereo not given)
  A: -0.8; B: 8; C: -0.1; D: -2

66	CC1CCCCC1NC(=O)c1cn(C(C)c2ccccc2F)nn1 (stereo not given)
  A: -0.5; B: 0; C: -0.2; D: -1

67	O=C1CC(=O)N(c2ccccc2)C(=O)N1c1ccccc1
  A: -0.7; B: -10; C: 0.0; D: 4

68	COc1ccc2[nH]cc(CCN(C)C)c2c1
  A: 1.2; B: 14; C: 0.1; D: 16

69	CCN1CCN(Cc2ccccc2C)CC1
  A: -0.2; B: -8; C: 0.0; D: -13

70	O=C(Nc1ccc(Cl)cc1)N1CNC(=N[N+](=O)[O-])NC1
  A: -0.7; B: -8; C: 0.1; D: -2

71	CCN1C[C@]2(C)CC[C@H](OC)[C@]34C2[C@H](OC(C)=O)[C@@]2(OCO[C@@]25C[C@H](OC)[C@H]2C[C@]3(O)C5[C@H]2OC)[C@@H]14
  A: 1.0; B: 1; C: 0.0; D: -11

72	Cc1ccc(Cn2cccc(C(=O)Nc3ccc(C)cc3)c2=O)cc1
  A: 0.3; B: -5; C: 0.1; D: 4

73	CCCCC/C=C\C/C=C\C/C=C\C/C=C\CCCC(=O)N[C@@H](C)C(=O)O
  A: 1.4; B: x; C: x; D: 1

74	COc1ccc(CC2NCCc3cc(OC)c(OC)cc32)cc1OC (stereo not given)
  A: -0.8; B: -1; C: -0.3; D: 84*

75	N#CCCn1cc(C(=O)OCc2ccccc2)c(-c2ccccc2)n1
  A: 0.3; B: -4; C: 0.1; D: 12

# Grouped by structure, the compounds so far with a tert-butyl group (2)
# Assay codes – A = GPR151 activ; B = TEAD-YAP inh; C = FBW7 activator; D = MITF inh
51	CC(C)(C)CN1CCN(Cc2ccc(F)c(F)c2)C(CCO)C1 (stereo not given)
  A: 0.3; B: -5; C: 0.0; D: -15

65	COc1ccc(CN2CCN(CC(C)(C)C)CC2CCO)cc1C (stereo not given)
  A: -0.8; B: 8; C: -0.1; D: -2

# (further entries)
No.	compound	GPR151 activ	TEAD-YAP inh	FBW7 activator	MITF inh
76	CN(C)c1cnn(C23CC4CC(CC(C4)C2C(=O)O)C3)c(=O)c1Cl (stereo not given)	-1.6	-10	0.3	0
77	COCCOC(=O)C1=C(N)OC(CC(=O)OC)=C(C(=O)OC)C12C(=O)Nc1ccccc12 (stereo not given)	0.3	2	0.0	-5
78	CCOC(=O)Cn1nnnc1C1(N2CCOCC2)CCCCC1	0.1	0	-0.1	-5
79	CCC1(c2ccccc2)C(=O)NC(=O)N(C(=O)c2ccc(F)cc2)C1=O (stereo not given)	2.4	-2	-0.1	-14
80	O=c1c2ccccc2nc(-c2ccco2)n1-c1ccncc1	0.7	-4	0.0	-2

# Reformatted: 3 of the compounds above
78) CCOC(=O)Cn1nnnc1C1(N2CCOCC2)CCCCC1
79) CCC1(c2ccccc2)C(=O)NC(=O)N(C(=O)c2ccc(F)cc2)C1=O (stereo not given)
80) O=c1c2ccccc2nc(-c2ccco2)n1-c1ccncc1

assay / entry,78,79,80
GPR151 activ,0.1,2.4,0.7
TEAD-YAP inh,0,-2,-4
FBW7 activator,-0.1,-0.1,0.0
MITF inh,-5,-14,-2

# Sorted by number of heavy atoms (rising): four of the compounds above.
No.	compound	GPR151 activ	TEAD-YAP inh	FBW7 activator	MITF inh
2	CCNC1(c2cccc(Cl)c2)CCC1	-2.3	16	0.5	4
42	CCC(C)Oc1c(Cl)cc(/C=C\[N+](=O)[O-])cc1OC (stereo not given)	2.4	10	0.0	13
3	CC(=O)c1cn(Cc2ccc(F)cc2)c2ccccc12	1.9	7	-0.2	-4
64	N#Cc1cc2oc3ccc4ccccc4c3c3ccc4ccccc4c3oc2cc1C#N	-0.9	-8	0.1	-12

# Filtered by structure: those above with a CF3 group (two)
No.	compound	GPR151 activ	TEAD-YAP inh	FBW7 activator	MITF inh
6	O=c1c2ccccc2nc(/C=C\c2ccc(F)cc2)n1-c1cccc(C(F)(F)F)c1	-0.3	4	0.1	-1
18	O=c1c2ccccc2nc(/C=C\c2ccccc2F)n1-c1cccc(C(F)(F)F)c1	-0.3	-4	-0.1	1

# Compound activity as filed in PubChem BioAssay.

# This is a subset; the hit share may differ from the screen's.
